Screening data from PubChem.
S3 lipid droplet – qHTS Assay for Lipid Storage Modulators in Drosophila S3 Cells. Drosophila S3 cells, BODIPY lipid droplet fluorescence, 18-24 h; cells fed with added oleic acid. lipid storage change, negative = inhibition, % at the top dose, mostly 46.1 µM; hits show Potency in µM. 0.64% of 320,000 active. AID 2685; active means well fitted inhibition curve with a large enough effect in the signal ratio, with a control signal flat, not every such curve was filed as active; inconclusive means small, poorly fitted or top-dose-only effect, or effect the other way, or a change in a side signal; the % refers to the signal ratio
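Drosophila S3 cells got compounds at several concentrations plus oleic acid (400 uM solution). Laser-scanning cytometry with 488 nm excitation read lipid droplets at 500-530 nm and cells at 575-640 nm. Percent activity was relative to 20 uM Triacsin C.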
S3 lipid droplet cell count max – also measured in S3 lipid droplet; calls as there; cell number change, %; measured here: cell count max response;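 cells counted by Cell Tracker Red CMTPX staining in the red channel; peak over a dose series mostly up to 46.1 µM; percent activity relative to internal control wells on each plate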
* = called active by the depositor; i = inactive; u = inconclusive; x = no result given; [ ] = remark or other dose. On the % scale 0 is the no-effect control and ±100 the full control effect; potency means the concentration at half of the fitted maximal effect.

SMILES	S3 lipid droplet	S3 lipid droplet cell count max
CNS(=O)(=O)c1ccc2c3c(cccc13)C(=O)N2C	22%	14
Cc1ccc(COC(=O)CCc2nc3ccccc3c(=O)[nH]2)cc1	u	x
COc1ccc(CCNC(=O)CN(CCc2ccccc2)S(C)(=O)=O)cc1	u	x
COCCCNC(=O)CSc1nc2c(sc(=S)n2-c2cc(Cl)ccc2OC)c(=O)[nH]1	u	x
CCn1c(N2CCN(CC(=O)Nc3cccc(C)c3C)CC2)nc2ccccc21	u	x
CCc1ccc(NC(=O)CN(C(=O)N2CCN(CC)CC2)S(=O)(=O)c2ccc(C)cc2)cc1	u	x
O=C(NCc1cccnc1)C1c2ccccc2C(=O)N1Cc1ccco1 (stereo not given)	i	x
COc1ccc(C(=O)Nc2ccc(S(=O)(=O)Nc3nccnc3OC)cc2)cc1OC	24%	x
Cc1c(C(=O)O)[nH]c2c1C(=O)CC(c1ccccc1)C2 (stereo not given)	u	x
CCN(Cc1cnn(C)c1)C(=O)c1ccc2nc(Cc3cccc(Cl)c3)oc2c1	i	13
COc1ccc(-n2nc(C(=O)NCC(=O)N3CCC(C)CC3)c3ccccc3c2=O)cc1Cl	u	x
Cc1ccc2nc(NC(=O)c3ccc4ncsc4c3)sc2c1	u	x
O=C(Nc1ccc([N+](=O)[O-])cc1)C(=O)Nc1cccc(C(=O)O)c1	u	x
O=C(NC1CCNCC1)C1CCCCC1	u	x
O=C(Oc1ccnc2cc(Cl)ccc12)N1CCCCCC1	u	x
c1ccc(-c2csc(-n3cccn3)n2)cc1	u	x
CC1CCN(C(=S)NC(=O)c2ccccc2)CC1	u	x
O=[N+]([O-])c1cccc(S(=O)(=O)Nc2ccc(S(=O)(=O)NCC3CCCO3)cc2)c1 (stereo not given)	-3%	x
O=S(=O)(c1ccccc1)N1N=C(c2ccccc2)CC1c1ccccc1 (stereo not given)	u	x
CCc1ccc(-c2cc(C(=O)NN3CCOCC3)c3ccccc3n2)cc1	u	x
CC(=O)Nc1ccc2c(c1)ncn2C	4%	-3
C/C(Cn1cnc([N+](=O)[O-])n1)=N\NC(=O)c1ccc(Br)cc1	u	x
Cn1c(=O)oc2cc(S(=O)(=O)NCc3ccccn3)ccc21	-9%	-10
C=CCn1c(O)c(N=NC(=S)Nc2cccc(OC)c2)c2ccccc21	u	x
CC(C)S(=O)(=O)CC(=O)c1ccc(Cl)cc1	-11%	x
CC1CCN(CC(=O)N2c3ccccc3CCc3ccccc32)CC1	-1%	5
COc1ccc2c(c1)C(=O)N(c1ccccc1OC)C(=O)C2(C)C	u	x
Oc1ccccc1/C=N/Nc1nc2ccccc2o1	u	x
O=C(O)C1C2C=CC(C2)C1C(=O)OCc1ccccc1 (stereo not given)	i	x
COc1ccc(OC)c(NC(=O)COC(=O)CCC2CCCC2)c1	u	x
CCN(C(=O)COC(=O)c1nn(-c2ccccc2)c(=O)c2ccccc12)C1CCS(=O)(=O)C1 (stereo not given)	0%	12
CC1(C)CC2CC(C)(CN2C(=O)c2ccc([N+](=O)[O-])cc2)C1 (stereo not given)	u	x
CC(NC(=O)CN(C)S(=O)(=O)c1ccc2c(c1)c(=O)n(C)c(=O)n2C)c1ccccc1 (stereo not given)	u	x
Cc1cc(C(=O)Nc2ccc(N3CCOCC3)c(Cl)c2)c(C)o1	u	x
Cc1ccc(Cl)cc1N1CCN(C(CC(C)C)c2nnnn2CC2CCCO2)CC1 (stereo not given)	i	6
CCCCNC(=O)CCn1ccc2cc(S(=O)(=O)N3CCCC3)ccc21	u	x
Cn1cc([N+](=O)[O-])c(C(=O)Nc2ccc(-c3nc4ccccc4[nH]3)cc2)n1	u	x
Cc1cccc(C)c1OCC(=O)Nc1cccc(NC(=O)c2ccco2)c1	-13%	-6
CSc1nsc(SCC(=O)Nc2ccccc2)n1	u	x
CC1(C)CC(=O)c2cc(OCC(=O)N3CCOCC3)ccc2O1	i	x

No new results follow: 15 of the compounds above.
SMILES	S3 lipid droplet	S3 lipid droplet cell count max
CC1CCN(CC(=O)N2c3ccccc3CCc3ccccc32)CC1	-1%	5
COc1ccc2c(c1)C(=O)N(c1ccccc1OC)C(=O)C2(C)C	u	x
Oc1ccccc1/C=N/Nc1nc2ccccc2o1	u	x
O=C(O)C1C2C=CC(C2)C1C(=O)OCc1ccccc1 (stereo not given)	i	x
COc1ccc(OC)c(NC(=O)COC(=O)CCC2CCCC2)c1	u	x
CCN(C(=O)COC(=O)c1nn(-c2ccccc2)c(=O)c2ccccc12)C1CCS(=O)(=O)C1 (stereo not given)	0%	12
CC1(C)CC2CC(C)(CN2C(=O)c2ccc([N+](=O)[O-])cc2)C1 (stereo not given)	u	x
CC(NC(=O)CN(C)S(=O)(=O)c1ccc2c(c1)c(=O)n(C)c(=O)n2C)c1ccccc1 (stereo not given)	u	x
Cc1cc(C(=O)Nc2ccc(N3CCOCC3)c(Cl)c2)c(C)o1	u	x
Cc1ccc(Cl)cc1N1CCN(C(CC(C)C)c2nnnn2CC2CCCO2)CC1 (stereo not given)	i	6
CCCCNC(=O)CCn1ccc2cc(S(=O)(=O)N3CCCC3)ccc21	u	x
Cn1cc([N+](=O)[O-])c(C(=O)Nc2ccc(-c3nc4ccccc4[nH]3)cc2)n1	u	x
Cc1cccc(C)c1OCC(=O)Nc1cccc(NC(=O)c2ccco2)c1	-13%	-6
CSc1nsc(SCC(=O)Nc2ccccc2)n1	u	x
CC1(C)CC(=O)c2cc(OCC(=O)N3CCOCC3)ccc2O1	i	x

Further results:
SMILES	S3 lipid droplet	S3 lipid droplet cell count max
COc1ccc(NC(=O)CN2CCN(C3c4ccccc4-c4ccccc43)CC2)c(OC)c1	3%	-5
COc1ccc(Nc2nc(-c3cccnc3)cs2)c(OC)c1	u	x
Cc1ccc(-c2nc(NCc3ccc(F)cc3)n(S(C)(=O)=O)n2)cc1	22%	2
COc1ccccc1CNC(c1ccccc1)c1ccccc1	u	x
O=C(N1CCOCC1)C12CC3CC(C1)CC(n1cnc(Cl)n1)(C3)C2	u	x
CCN1C(=O)c2ccccc2S(=O)(=O)c2ccc(C(=O)NCCCN(CC(C)C)CC(C)C)cc21	5%	1
CN(Cc1ccc2c(c1)OCCO2)C(=O)CN1C(=O)NC2(CCCCC2)C1=O	i	6
CN(C)S(=O)(=O)N1CCN(C(=O)c2ccc3c(c2)OCO3)CC1	u	x
O=C(CCl)Nc1c[nH]c(=O)[nH]c1=O	u	x
COc1cc(C(=O)OCc2cc(=O)c(O)co2)ccc1OC(F)F	u	x
COc1cc(/C=N/n2cnnc2)ccc1OC(=O)c1ccncc1	u	x
CC1CCN(c2nc3ccccc3nc2N2CCC(C)CC2)CC1	u	x
CC(=O)Nc1cccc(NC(=O)CSc2ncc(-c3ccccc3)[nH]2)c1	u	x
CCOC(=O)Nc1oc2ccccc2c(=O)c1C	12%	1
Cc1ccccc1NC(=O)CSc1nnc(-c2ccccc2)n1-c1ccccc1	3%	-2
Cc1cc(=O)oc(C)c1C(=O)Nc1cccnc1Cl	3%	4
COc1cccc(C(=O)C2CN(c3ccccc3)CC2c2ccc(Cl)cc2)c1 (stereo not given)	u	x
CCOC(=O)C1=C(COc2ccccc2)NC(=O)NC1c1ccc(Br)cc1 (stereo not given)	u	x
CN(C)Cc1ccccc1Sc1ccc(Br)cc1	u	x
COC(=O)c1c(NC(=O)CN2CCN(c3ccccc3)CC2)c2c(C)cccc2n1C	u	x
CNc1nnc(Sc2ncccc2[N+](=O)[O-])s1	1%	2
Cc1ccc2c(c1)S/C(=C\c1cccc[n+]1C)N2CCO	-8%	-7
O=C(NNC(=O)c1cccc2ccccc12)c1ccc(-c2ccccc2)cc1	22%	-15
Cc1ccc(CNC(=O)CCCC(=O)O)cc1	i	-17
CCn1cc(S(=O)(=O)N2CCc3ccccc3C2)cn1	u	x
O=C(Nc1cccnc1)c1cccs1	21%	-8
COc1cccc(N2CCN(S(=O)(=O)c3ccc(-c4cnc(C5CC5)o4)cc3)CC2)c1	u	x
O=C(CC1C(=O)NCCN1Cc1ccccc1C(F)(F)F)NCCN1CCCCC1=O (stereo not given)	u	x
CCOC(=O)Cc1csc(NC(=O)CSc2nc(=O)[nH]c3c2CCC3)n1	26%	x
C=CCn1c(C)cc(C2=NNC(=NC(C)(C)C)SC2)c1C	u	x
O=C(Nc1ccccc1)c1cc(S(=O)(=O)N2CCSCC2)ccc1Cl	u	x
COc1ccc(C(=O)C2CCN(C(=O)Nc3ccccc3C)CC2)cc1	u	x
CC1(C)CC(=O)c2sc(NC(=O)CN3C(=O)CCC3=O)nc2C1	u	x
N#C/C(=C/c1ccc(N2CCCCC2)o1)C(=O)Nc1ccc2ccccc2c1	u	x
COC(=O)C1=C(C)N(C(C)C)C(=O)C1(NC(=O)C1CCCCC1)C(F)(F)F (stereo not given)	26µM*	25*
NC(=O)CSc1nc(-c2ccccc2)c(-c2ccccc2)o1	1%	-25
S=C(Nc1ccc(Cl)cc1)N1CCCC1	6%	x
Cc1cc(NC(=O)c2cc(-c3ccccn3)nc3ccc(Br)cc23)no1	u	x
CC(=O)N1CCc2cc(C(=O)CN3CCCCC3)ccc21	9%[9.22 µM]	12
COc1ccc(NC(=O)CCNS(=O)(=O)c2ccc(C)c(C)c2)cc1OC	9%	17
COc1ccc2cc(-c3nc4ccccc4n3C)c(=O)oc2c1	-5%	2
CC(NC(=O)Nc1ccccn1)N1C(=O)C2C3C=CC(C3)C2C1=O (stereo not given)	5%	9
COc1cccc(CN2CCC(C(=O)N3CCN(Cc4ccc5c(c4)OCO5)CC3)CC2)c1OC	u	x
O=C(c1ccccc1)c1cccn1CC(=O)N1CCc2ccccc2C1	1%	-8
O=C(COC(=O)C1(c2ccccc2F)CCCC1)NC1CCS(=O)(=O)C1 (stereo not given)	i	8
COc1ccc(/C=N/NC(=O)CC(=O)NC2CCCCC2)cc1	4%	3
COc1ccc(NS(=O)(=O)c2ccc(S(=O)(=O)N3CCOCC3)cc2)cc1	u	x
Cc1cccc(-c2nc(N)nc(N)n2)c1	-9%	12
COc1ccc(C)cc1S(=O)(=O)Nc1cccc(C)c1	u	x
COc1ccc(NC(=O)C2CCCN(c3nn4c(=O)cc(C)nc4s3)C2)c(OC)c1 (stereo not given)	u	x

New compounds follow:
SMILES	S3 lipid droplet	S3 lipid droplet cell count max
CC(Oc1ccc(Cl)cc1Cl)C(=O)NCCCN1CCOCC1 (stereo not given)	u	x
CN(C)CCCN(Cc1cc2cc3c(cc2[nH]c1=O)OCO3)C(=S)Nc1cccc(Cl)c1	-1%	6
CC(=O)c1ccc(N2CCN(C(=S)Nc3ccc(Oc4ccccc4)cc3)CC2)cc1	u	x
Cc1ccc(C)c(CN2CCC(CNC(=O)CCc3nnc4ccc(N5CCC(C)CC5)nn34)CC2)c1	8%	-15
CCC(=O)N1CCc2cc(S(=O)(=O)N3CCN(C(=O)c4ccco4)CC3)ccc21	u	x
COC(=O)c1cccc(C23CC4(C2)[C@H](CN(Cc2ccc(-c5ccccc5)cc2)[C@@H]4c2ccccc2)C3c2ccccc2)c1 (stereo not given in full)	u	x
CC(C)=C(NC(=O)c1ccccc1)C(=O)NCc1ccccc1	u	x
COc1ccccc1CC(=O)O/N=C(\N)Cc1cccc2ccccc12	u	x
CCn1c(CNC(=O)C23CC4CC(CC(C4)C2)C3)nnc1SCC(=O)Nc1nnc(C)s1	u	x
COc1nc(Cc2ccc(Cl)cc2)nc2ccccc12	u	x
COc1ccc(Cl)cc1NC(=O)CN1CCC(NC(=O)C2CC2)CC1	i	19
Cc1ccc(NC(=O)CCC(=O)NNC(=S)Nc2ccccc2)c(C)c1	-18%	-10
CCCn1c(N)c(C(=O)CSc2nnc(Cc3cccs3)n2C2CC2)c(=O)n(C)c1=O	i	-24
Cc1cc(C)n(CCC(=O)N=Nc2c(O)[nH]c3ccc(Br)cc23)n1	4%	-11
CCOc1ccc(-c2nnn(CC(=O)Nc3cccc(OC)c3)n2)cc1OCC	u	x
CCn1cnc2c1c(=O)n(CC(=O)Nc1ccc3c(c1)OC(F)(F)O3)c(=O)n2Cc1ccccc1	u	x
CCOc1ccc(NC(=O)c2ccc(N3CC4CC(C3)c3cccc(=O)n3C4)c(NC(=O)c3ccncc3)c2)cc1 (stereo not given)	u	x
COc1ccc(C(C)=O)cc1COC(=O)c1c(C)nn(-c2ccccc2)c1C	0%	8
CNC(=O)c1nc(C)n(-c2ccc(Cl)cc2Cl)n1	u	x
CCc1nnc(SCC(=O)Nc2ccc(N3CCOCC3)cc2)n1C	-7%	6
CC(C)c1ccc(NC2=NCC(=O)N2Cc2cccs2)cc1	u	x
CCCCN(C)/C=N/c1c(C#N)cnn1-c1ccc(C)cc1	u	x
CC1(C)CC2(CCO1)N1CC3(C)CN2CC(C)(C1)C3O (stereo not given)	-26%	0
Cn1nc(C(F)(F)F)c2cc(C(=O)Nc3ccc(F)cc3)sc21	u	x
CCOC(=O)Cc1cc(=O)[nH]c(/N=C(\N)Nc2ccc(C)cc2C)n1	u	x
COC(=O)c1cc2n(n1)CCCNC2=O	8%	-24
Cc1cc2c(c(=O)o1)C(C13C=CC(CC1)C3)C(C#N)=C(N)O2 (stereo not given)	u	x
COCCNC(=S)NN=C1CCCCCC1	16%	x
CCCc1cc2c(c(NC(C)=O)n1)c(=O)oc1ccccc12	6%	7
COc1cc2nc(C3CCC3)nc(N3CCN(c4ccccc4OC)CC3)c2cc1OC	u	x
O=C1CC(c2cccc(Cl)c2)CC(O)=C1C=Nc1cccc(Cl)c1 (stereo not given)	u	x

An excerpt, so the mix of outcomes need not match the whole.
